Screening data as filed in PubChem BioAssay.
APE1 inh – qHTS Assay for Inhibitors of the Human Apurinic/apyrimidinic Endonuclease 1 (APE1); 0.35% of 350,000 active; Potency, µM (titrated, usually from 65.8 µM), inactives show top-dose activity change, negative = inhibition, usual class: inhibitors; recombinant APE1, TAMRA/BHQ-2 abasic DNA cleavage fluorescence; DNA repair nuclease/redox regulator APEX1 (Homo sapiens), P27695;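 also: plate controls were vehicle for no effect and reference inhibitor for full effect; nearly all actives have a fitted effect of over 55% in size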
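Incision of a quenched TAMRA/BHQ-2 THF abasic-site duplex (50 nM) by 0.75 nM APE1, after 15 min compound preincubation, measured as fluorescence increase over three 60 s reads. Values normalized to buffer, DMSO and NSC13755 control wells.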
Pol iota inh – qHTS for Inhibitors of Polymerase Iota. DNA polymerase iota (Homo sapiens), Q9UNA4. AID 588590, 2011. Potency, µM (titrated, usually from 115 µM), for inactives: at the highest dose activity, negative = inhibition, most hits filed as inhibitors. Pol iota fluorescent replication assay, 10 min. 1% of 390,000 active
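Pol iota at 10 nM preincubated 15 min with compounds at room temperature; reaction started with fluorescent substrate, 50 nM final. Fluorescence read kinetically at 0 and 10 min; buffer-only wells as negative control.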
POLK inh – qHTS for Inhibitors of Polymerase Kappa; purified Pol kappa, fluorescent DNA synthesis assay, 10 min; Potency, µM (highest dose often 107 µM), for the others: top-dose activity, negative = inhibition, usual class: inhibitors; 0.53% of 400,000 active; also: % is scaled to controls: 0 for no effect and ±100 for the full control effect
Target sequence (Q9UBT6 whole entry, looked up): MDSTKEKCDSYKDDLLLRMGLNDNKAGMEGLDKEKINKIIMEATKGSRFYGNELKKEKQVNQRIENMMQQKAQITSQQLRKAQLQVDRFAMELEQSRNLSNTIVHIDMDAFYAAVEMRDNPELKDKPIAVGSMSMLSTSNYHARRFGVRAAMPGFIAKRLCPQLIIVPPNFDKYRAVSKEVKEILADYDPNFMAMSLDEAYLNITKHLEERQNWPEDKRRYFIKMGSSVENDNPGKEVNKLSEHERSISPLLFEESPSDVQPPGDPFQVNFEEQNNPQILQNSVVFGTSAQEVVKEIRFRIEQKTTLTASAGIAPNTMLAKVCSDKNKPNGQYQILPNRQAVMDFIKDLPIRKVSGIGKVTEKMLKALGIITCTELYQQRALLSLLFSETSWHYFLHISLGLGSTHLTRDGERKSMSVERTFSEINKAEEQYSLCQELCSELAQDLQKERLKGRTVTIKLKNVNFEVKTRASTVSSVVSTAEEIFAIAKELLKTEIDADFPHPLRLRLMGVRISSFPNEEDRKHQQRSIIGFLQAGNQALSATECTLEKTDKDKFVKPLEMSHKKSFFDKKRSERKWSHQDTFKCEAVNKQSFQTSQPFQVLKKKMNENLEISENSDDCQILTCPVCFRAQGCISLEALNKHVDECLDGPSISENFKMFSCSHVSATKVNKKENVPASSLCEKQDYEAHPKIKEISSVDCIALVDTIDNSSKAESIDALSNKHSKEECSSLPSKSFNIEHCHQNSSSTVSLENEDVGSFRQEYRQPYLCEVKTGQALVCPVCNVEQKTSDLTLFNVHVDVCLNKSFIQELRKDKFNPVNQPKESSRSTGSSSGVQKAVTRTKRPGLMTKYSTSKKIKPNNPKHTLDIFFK
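Pol kappa 10 nM + cpd, 15 min RT; start w/ substrate 50 nM final; fluorescence kinetic read, 0 and 10 min. Neg ctrl: buffer, no enzyme.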
Pol eta inh – qHTS for Inhibitors of Polymerase Eta. DNA polymerase eta (Homo sapiens), Q9Y253. recombinant Pol eta, fluorescent DNA replication assay. Potency, µM (titrated, usually from 114 µM), for the others: top-dose activity change, negative = inhibition, usual class: inhibitors. 1.2% of 390,000 active. AID 588591, 2011; also: % is scaled to controls: 0 for no effect and ±100 for the full control effect
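Pol eta at 10 nM preincubated with compounds 15 min at room temperature; reaction started with fluorescent substrate (50 nM final) and read kinetically at 0 and 10 min.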
BAZ2B inh – qHTS Assay for Inhibitors of BAZ2B; Bromodomain adjacent to zinc finger domain protein 2B (Homo sapiens), Q9UIF8; Potency, µM (highest dose often 114 µM), inactives show top-dose activity change, negative = inhibition, actives largely listed as inhibitors; 4.4% of 360,000 active; AlphaScreen BAZ2B-H3K14Ac peptide displacement; also: % is scaled to controls: 0 for no effect and ±100 for the full control effect; nearly all actives have a fitted effect of over 60% in size
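AlphaScreen displacement: compounds (up to 110uM) incubated 30 min at room temperature with a preformed 50 nM BAZ2B/50 nM biotinylated H3K14Ac peptide complex in PBS pH 7.4 with Tween-20. Donor and acceptor beads at 10 ug/mL final added, 20 min light-protected before reading.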
BLM helicase inh – qHTS Assay for Inhibitors of Bloom's syndrome helicase (BLM) | RecQ-like DNA helicase BLM (Homo sapiens), P54132 | recombinant BLM DNA unwinding, fluorescence dequenching | Potency, µM (series often up to 56.1 µM), without a hit: top-dose activity change, negative = inhibition, actives largely listed as inhibitors | 0.2% of 350,000 active | AID 2528, 2010;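 also: plate controls were vehicle for no effect and no enzyme for full effect; nearly all actives have a fitted effect of over 35% in size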
G9a inh – qHTS Assay for Inhibitors of Histone Lysine Methyltransferase G9a. Potency, µM (titrated, usually from 102 µM), without a hit: top-dose activity, negative = inhibition, usual class: inhibitors. 8.8% of 350,000 active. G9a H3K9 monomethylation, AlphaScreen, 2 h; also: % is scaled to controls: 0 for no effect and ±100 for the full control effect; nearly all actives have a fitted effect of over 75% in size
Target sequence (Q96KQ7 913-1193 limits assumed): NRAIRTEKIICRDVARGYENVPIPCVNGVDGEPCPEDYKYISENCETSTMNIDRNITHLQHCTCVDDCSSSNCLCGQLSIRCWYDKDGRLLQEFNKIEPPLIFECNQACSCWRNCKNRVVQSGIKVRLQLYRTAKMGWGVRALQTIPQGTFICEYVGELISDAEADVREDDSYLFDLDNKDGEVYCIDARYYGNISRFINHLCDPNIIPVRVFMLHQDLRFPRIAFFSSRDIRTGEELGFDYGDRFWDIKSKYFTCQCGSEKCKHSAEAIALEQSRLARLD
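G9a (20 nM) preincubated 15 min RT with compounds, then 500 nM biotinylated H3K9 peptide and 20 uM SAM added; 2 h RT reaction. Monomethyl-H3K9 product detected by AlphaScreen with anti-H3K9me1 antibody, streptavidin donor and anti-rabbit IgG acceptor beads.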
Apoferritin bind – qHTS Assay for Identification of Novel General Anesthetics | apoferritin/1-aminoanthracene competitive binding, fluorescence | Potency, µM (highest dose often 77.5 µM), without a hit: top-dose activity change, negative = displacement, most hits filed as inhibitors | 0.074% of 350,000 active | AID 485281, 2010; also: % is scaled to controls: 0 for no effect and ±100 for the full control effect; nearly all actives have a fitted effect of over 20% in size
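Horse-spleen apoferritin (10 uM) in 50% saturated 1-aminoanthracene in PBS was incubated 10 min at room temperature with compound. Fluorescence (ex 380, em 535 nm) was normalized to free and bound 1-AMA, with concentration-response fitted by a four-parameter Hill equation.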
POLB inh – qHTS Assay for Inhibitors of DNA Polymerase Beta | 1.3% of 340,000 active | AID 485314, 2010 | Pol beta primer extension/strand displacement, fluorescence kinetic | P06746 | Potency, µM (series often up to 114 µM), without a hit: top-dose activity change, negative = inhibition, hits mostly inhibitors; also: % is scaled to controls: 0 for no effect and ±100 for the full control effect
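Kinetic readout of DNA synthesis with strand displacement by Pol beta. Compound and 10 nM enzyme sit 15 min at room temperature; 50 nM substrate starts the reaction, read immediately and at 10 min.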
The depositor's hits bear a star; ? = inconclusive; nt = not tested or not shown; & = joins results of further samples; [ ] = dose if it differs, or a comment. Calls follow the shape of the dose curve; as a rule, active = well fitted curve in the direction sought with a large enough effect; inconclusive = small, poorly fitted or top-dose-only effect, or another doubt; inactive = no such curve, though single readings can be large; an effect the other way counts as inactive or inconclusive. Potency is read from the fitted curve at half-maximal effect. Some of the compounds tested; the hit share may differ from the screen's.

1. O=C(COc1coc(CN2CCc3ccccc3C2)cc1=O)Nc1ccc([N+](=O)[O-])cc1
2. CCCCn1c(SCN2C(=O)c3ccccc3C2=O)nc2cc(S(N)(=O)=O)ccc21
3. CC1(C)CC(=O)c2cnc(NC(=O)CSc3nc4ccccc4o3)nc2C1
4. CC(C)c1ccc(N(CC(=O)NCc2ccco2)C(=O)CCC(=O)Nc2ccccn2)cc1
5. CC1CCc2sc(C(=O)NCC3CCCO3)cc2C1 (stereo not drawn)
6. CC(C)(C)c1nc2ccc(NS(=O)(=O)c3ccc(F)c(F)c3F)cc2[nH]1

| Screen / compound no. | 1 | 2 | 3 | 4 | 5 | 6 |
| --- | --- | --- | --- | --- | --- | --- |
| APE1 inh | 2% | -3% | 3% | 15% | 31% | 27% |
| Pol iota inh | 8% | -6% | ? | 116%[activator] | -4% | -8% |
| POLK inh | -5% | -10% | -20% | 6% | 7% | -4% |
| Pol eta inh | 6% | -14% | ? | -15% | -17% | -6% |
| BAZ2B inh | 5% | 8% | -3% | -2% | -1% | -11% |
| BLM helicase inh | nt | -1% | 5% | -4% | nt | -3% |
| G9a inh | ? | 40µM* | 11%[59 µM] | 25µM* | -29% | 32µM* |
| Apoferritin bind | nt | -24% | -5% | -10% | nt | -1% |
| POLB inh | nt | 9% | -3% | 97% | nt | 7% |

7. O=C(c1cc(-c2cccc(O)c2)on1)N1CCN(C(c2ccccc2)c2ccccc2)CC1
8. COC(=O)c1nc(NC(=O)c2cc(OC)c(OC)c(OC)c2)n[nH]1
9. Nc1c(C(=O)CSc2nccn2-c2ccc(Cl)cc2)c(=O)[nH]c(=O)n1C1CC1
10. O=C(O)C1CC(c2cccc(Br)c2)=NO1 (stereo not drawn)
11. Cc1cc(C)cc(NC(=O)c2ccc(S(=O)(=O)NCc3cccnc3)cc2)c1
12. Cc1cccc(OCc2nnc(SCc3nc4ccccc4c(=O)[nH]3)o2)c1

| Screen / compound no. | 7 | 8 | 9 | 10 | 11 | 12 |
| --- | --- | --- | --- | --- | --- | --- |
| APE1 inh | ? | 54%[activator] | 0% | 25% | -2% | 0% |
| Pol iota inh | 0% | -4% | -16% | -2% | 129%[activator] | 4% |
| POLK inh | -8% | 4% | -2% | -8% | -1% | -4% |
| Pol eta inh | -14% | -6% | 0% | 0% | 1% | -20% |
| BAZ2B inh | -8% | ? | -3% | 14% | -15% | 0% |
| BLM helicase inh | -14% | -3% | nt | 2% | -6% | -6% |
| G9a inh | 45µM* | 11µM* | ? | 5%[12.7 µM] | 6% | -4%[12.7 µM] |
| Apoferritin bind | -5% | 6% | nt | -13% | -9% | -6% |
| POLB inh | 8% | 0% | nt | 14% | 19% | -9% |

13. O=C(Cn1nc(-c2ccccc2)ccc1=O)Nc1ccc(N2CCN(C(=O)c3ccccc3)CC2)cc1
14. COc1ccc(N2CCN(C3CCCN(S(=O)(=O)c4ccccc4)C3)CC2)cc1 (stereo not drawn)
15. O=C(C1CCCN(S(=O)(=O)c2ccc(F)cc2)C1)N1CCCC1 (stereo not drawn)
16. CCc1ccccc1N(CC(=O)NCc1ccco1)C(=O)c1snc(C(N)=O)c1N
17. Clc1ccc(-c2cn3c(n2)-c2ccccc2C3)cc1Cl
18. O=C(Nc1cnn(Cc2ccc(Cl)cc2)c1)C1CCCC1

| Screen / compound no. | 13 | 14 | 15 | 16 | 17 | 18 |
| --- | --- | --- | --- | --- | --- | --- |
| APE1 inh | 4% | 5% | 1% | ? | 0% | -5% |
| Pol iota inh | 4% | 26% | 3% | ? | 14% | 22% |
| POLK inh | -3% | -12% | 0% | -35% | -5% | -6% |
| Pol eta inh | 2% | -4% | -14% | 20µM* | -28% | -2% |
| BAZ2B inh | -10% | 71µM* | 5% | -5% | -8% | 9% |
| BLM helicase inh | 1% | 2% | -2% | -5% | 0% | -4% |
| G9a inh | -13%[59 µM] | nt | 10%[59 µM] | -13% | 20%[59 µM] | 10%[59 µM] |
| Apoferritin bind | -6% | -2% | -12% | -9% | 3% | -15% |
| POLB inh | 3% | 13% | 46% | 50µM* | 1% | 7% |

Among those listed so far, 4 contain an NH in an aromatic ring.
6. CC(C)(C)c1nc2ccc(NS(=O)(=O)c3ccc(F)c(F)c3F)cc2[nH]1
8. COC(=O)c1nc(NC(=O)c2cc(OC)c(OC)c(OC)c2)n[nH]1
9. Nc1c(C(=O)CSc2nccn2-c2ccc(Cl)cc2)c(=O)[nH]c(=O)n1C1CC1
12. Cc1cccc(OCc2nnc(SCc3nc4ccccc4c(=O)[nH]3)o2)c1

| Screen / compound no. | 6 | 8 | 9 | 12 |
| --- | --- | --- | --- | --- |
| APE1 inh | 27% | 54%[activator] | 0% | 0% |
| Pol iota inh | -8% | -4% | -16% | 4% |
| POLK inh | -4% | 4% | -2% | -4% |
| Pol eta inh | -6% | -6% | 0% | -20% |
| BAZ2B inh | -11% | ? | -3% | 0% |
| BLM helicase inh | -3% | -3% | nt | -6% |
| G9a inh | 32µM* | 11µM* | ? | -4%[12.7 µM] |
| Apoferritin bind | -1% | 6% | nt | -6% |
| POLB inh | 7% | 0% | nt | -9% |

More structures follow.
19. CCN(CC)S(=O)(=O)c1cc(NC(=O)CSCc2c(C)noc2C)ccc1C
20. Cc1cc2ncn(CC(C)C)c2cc1C
21. CC1=CC(C)=Nc2ccc(C)cc2N1
22. N/C(COc1ccc(Cl)cc1Cl)=N\NS(=O)(=O)c1ccccc1
23. O=C(NNC(=O)[C@H]1CC=CC[C@H]1C(=O)O)c1ccc(Cl)cc1Cl
24. O=C(Cn1nnc(-c2ccc(S(=O)(=O)N3CCCC3)cc2)n1)NCC1CCCO1 (stereo not drawn)

| Screen / compound no. | 19 | 20 | 21 | 22 | 23 | 24 |
| --- | --- | --- | --- | --- | --- | --- |
| APE1 inh | -6% | -5% | 15%&2% | -2% | 3% | -4% |
| Pol iota inh | 1% | 3% | 18%&49% | 4% | 80%[activator] | -2% |
| POLK inh | -1% | -8% | -3%&-9% | -1% | 7% | 7% |
| Pol eta inh | -27% | -16% | -5%&-1% | -4% | -21% | -4% |
| BAZ2B inh | nt | -17% | -34%&-3% | 6% | -24% | 8% |
| BLM helicase inh | nt | -4% | -2%&0% | -1% | -2% | -1% |
| G9a inh | nt | 13%[12.7 µM] | 45µM* | 79%[activator][59 µM] | -22% | 7% |
| Apoferritin bind | nt | -8% | 0%&-11% | -11% | -5% | -1% |
| POLB inh | nt | ? | 26%&1% | -2% | -1% | 23% |

25. O=c1c(-c2nnc(SCc3ccc(Cl)cc3Cl)o2)cccn1Cc1ccccc1
26. COc1ccc(/C=C/c2nnc(NC(=O)c3ccco3)s2)cc1
27. O=C(C1CCCC1)N1CCC(CC2CC(c3ccc(Cl)cc3)=NO2)(C(=O)NCC2CCCCC2)CC1 (stereo not drawn)
28. COc1ccc(C2c3[nH]c4ccccc4c3CCN2Cc2ccoc2)c(F)c1 (stereo not drawn)
29. CCC(C)C(=O)Nn1c(C2CC2)nc2cc(OC)c(OC)cc2c1=O (stereo not drawn)
30. CCC(=O)Nc1ccc(C(=O)Nc2ccc3c(c2)C(=O)N(CC2CCCO2)C3=O)cc1 (stereo not drawn)

| Screen / compound no. | 25 | 26 | 27 | 28 | 29 | 30 |
| --- | --- | --- | --- | --- | --- | --- |
| APE1 inh | -5% | 0% | 43% | 1% | 0% | -2% |
| Pol iota inh | 0% | 15% | 7% | -12% | 215%[activator] | 13% |
| POLK inh | 1% | -8% | 13% | -4% | -11% | -7% |
| Pol eta inh | -16% | -10% | -12% | -14% | -3% | ? |
| BAZ2B inh | 9% | 3% | -18%[57.1 µM] | ? | -1% | 2% |
| BLM helicase inh | -8% | -6% | -6% | -15% | -2% | -2% |
| G9a inh | 90%[activator] | 11% | 13% | 45µM* | 6% | 1%[12.7 µM] |
| Apoferritin bind | -14% | 6% | 2% | -11% | -6% | -9% |
| POLB inh | ? | ? | -5% | 14% | 46% | -17% |

31. CC/C(=N\Nc1ccccc1[N+](=O)[O-])c1ccc(O)cc1
32. CC1CCCN(C(=O)N2c3ccccc3Sc3ccccc32)C1 (stereo not drawn)
33. O=C(c1cccnc1Cl)N(Cc1ccccc1)Cc1ccccc1
34. CCOC(=O)c1c(S(=O)(=O)N2CCCC(C(=O)NCc3cccc(C)c3)C2)c(C)n(C)c1C (stereo not drawn)
35. Cc1cc2[nH]c3ccccc3c2c(C)n1
36. O=C(CCC(=O)N(CC(=O)NC1CCCCC1)c1ccc2c(c1)OCCO2)Nc1ccccn1
37. O=C(NCCC(=O)N1CCc2ccccc21)c1ccco1
38. Cc1ccc(C)c(NC(=O)CCC(=O)NNC(=O)c2cccc([N+](=O)[O-])c2)c1
39. CC(C)CN(C(=O)COc1ccc2ccc(=O)oc2c1)C1CCS(=O)(=O)C1 (stereo not drawn)

| Screen / compound no. | 31 | 32 | 33 | 34 | 35 | 36 | 37 | 38 | 39 |
| --- | --- | --- | --- | --- | --- | --- | --- | --- | --- |
| APE1 inh | -6% | 0% | 4% | nt | -8% | -1% | 20% | -7% | 41% |
| Pol iota inh | 20% | 10% | 101%[activator] | -5% | -9% | nt | 35%[activator] | 4% | 37%[activator] |
| POLK inh | -2% | -5% | 4% | -4%[60.1 µM] | -17% | nt | 7% | -12% | 3% |
| Pol eta inh | -23% | 1% | -17% | 11% | -8% | nt | -13% | 6% | -2% |
| BAZ2B inh | 6.3µM* | -3% | 2% | -7% | 8% | -2% | 0% | -5% | -5% |
| BLM helicase inh | 4% | -8% | -4% | -1% | 154%[activator] | -2% | 3% | -2% | 1% |
| G9a inh | nt | 9% | 37%[59 µM] | 6%[59 µM] | -13%[59 µM] | 20% | -13% | 11%[59 µM] | 40%[activator] |
| Apoferritin bind | ? | 165%[activator] | -17% | -5% | 5% | -10% | -2% | -1% | -7% |
| POLB inh | 9% | 10% | -4% | 2% | -14% | 11% | 15% | -3% | 0% |
